Screening data as filed in PubChem.
LGR2 inh = inhibitors of bursicon-induced LGR2 CRE-luciferase signal, primary screen, cell-based, HEK293, CRE-luciferase reporter, bursicon stimulation; Drosophila bursicon receptor LGR2 (rickets); bursicon-stimulated, 4 h; inhibition, % at 9.99 µM; hit rate 0.35% among 380,000; AID 720647, 2013;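 active means drop in luminescence signal, shown as inhibition above about 50% in the replicate tests, limit read from the data, passing the limit was not always enough; inconclusive means probably only some replicates passing the limit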;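 further: agonist challenge used bursicon conditioned medium at about half maximal strength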
ARNT-TACC3 inh = disruptors of ARNT/TACC3 protein interaction, primary screen, biochemical, AlphaScreen, single concentration; Transforming acidic coiled-coil-containing protein 3 (Homo sapiens), Q9Y6A5; AlphaScreen His-ARNT PAS-B/GST-TACC3 binding, luminescence; TACC3 fragment carries E629A point mutation; inhibition, % at 9.99 µM; hit rate 0.66% among 390,000; AID 623870, 2012;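 active means mean inhibition of replicates at least 50% and at least half of replicates each reaching 50%; inconclusive means half or more replicates reach 50% but mean below 50%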;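 further: 0% = complete ARNT plus TACC3 wells and 100% = ARNT alone without TACC3; many hits fall short of the cut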
Cneo AK release = Cryptococcus neoformans cell lysis inducers, primary screen, AK release luminescence, single concentration. hit rate 0.2% among 360,000. lysis activity, % at 15 µM. C. neoformans lysis, adenylate kinase release luminescence, 4 h; normalised: neutral wells 0, clomiphene wells 100;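 active means mean lysis activity across replicates of at least 80%, whatever share of replicates individually reach that level; inactive means mean lysis activity below 80%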
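Material – log-phase Cryptococcus neoformans yeast cells · Input – 5 × 10^6 yeast cells/mL · Medium – fresh YPD growth medium · Doses – single compound concentration per well · Timing – static 4 h at 37 °C with compound, 1 h detection · Detection – adenylate kinase release luminescence · Read-out – signal increase indicating cell lysis · Control set – Clomiphene as positive lysis control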
Statin myotox sup = suppressors of statin myotoxicity in C2C12 myotubes, primary screen, cell-based, single point, plate reader; C2C12 myotubes + simvastatin, ATP luminescence, 48 h; scaled: DMSO 0, geranylgeraniol control 100; rescue of ATP level, % at 7.49 µM; hit rate 0.78% among 330,000;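 active means mean ATP rescue above about 67%, or every replicate alone reaching that limit, limit read from the data, passing the limit was not always enough; inconclusive means no clear call, values can overlap the other calls; inactive means mean under the limit and some replicate under it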;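 further: myotubes were challenged with 10 µM simvastatin during compound exposure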
PGC1a acetyl inh = inhibitors of PGC1a acetylation signal, primary screen, cell-based, U2OS, AlphaScreen, inhibitor mode. AlphaScreen anti-acetyl-lysine; with virally co-expressed GCN5 acetyltransferase. inhibition, % at 15.6 µM. hit rate 0.17% among 350,000. AID 651687, 2012;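 active means every replicate shows inhibition of at least 40%; inconclusive means mean inhibition at least 40% but some replicate below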;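 further: 0% = neutral control wells and 100% = positive control wells; some results beyond the cut were filed as inactive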
PglD inh = C. jejuni PglD acetyltransferase inhibitors, primary screen, biochemical, DTNB colorimetric, single point | UDP-N-acetylbacillosamine N-acetyltransferase PglD (Campylobacter jejuni) | purified PglD enzyme, DTNB colorimetric CoA detection | inhibition, % at 12.5 µM | hit rate 0.098% among 360,000 | AID 602405, 2012; in the data active means inhibition above about 16%, passing the limit was not always enough; inconclusive means no clear call, values can overlap the other calls; further: strong numbers were not always called active
GSIS activator = GLuc luminescence reporter in INS-1E cells, primary screen for activators of glucose-dependent secretion of insulin | INS-1E GLuc reporter insulin secretion, 2-3 h | activation, % at 16.6 µM | AID 743287, 2014 | hit rate 0.61% among 370,000;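 active means lowest replicate activation of at least 40%, so every replicate reaches that level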;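 further: 0% = median of neutral control wells and 100% = median of IBMX positive control wells; some compounds called inactive have numbers as strong as hits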
PAX8 reporter = inhibitors of PAX8-driven TPO luciferase reporter, primary screen, RMG-I cells, single concentration; hit rate 1.2% among 360,000; SteadyGlo, 24 h; inhibition, % at 12.6 µM; AID 652154, 2013;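 active means mean replicate inhibition at least 60% with every replicate also reaching 60%; inconclusive means only one of the two criteria is met; inactive means mean below 60% and not all replicates reaching 60%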;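 further: luciferase light reporting Pax8 driven TPO promoter activity; plate controls were median of neutral control wells for no effect and mitoxantrone controls for full effect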
* = called active by the depositor; ? = inconclusive; . = not tested or not shown; & = joins results of further samples.

SMILES	LGR2 inh	ARNT-TACC3 inh	Cneo AK release	Statin myotox sup	PGC1a acetyl inh	PglD inh	GSIS activator	PAX8 reporter
Cc1ccc(S(=O)(=O)N[C@@H]2CC[C@@H](CCn3cc(C4(O)CCCC4)nn3)O[C@@H]2CO)cc1	-23	-6	8	4	-3	1	4	-5
Fc1cc(F)c2nc(N3CCCC3)sc2c1	-41	-4	.	.	1	.	12	-115
C=CCN(C(=O)CCC(=O)Nc1cc(C)on1)C(C(=O)NC(C)(C)C)c1ccc(OC)cc1 (stereo not drawn)	11	0	3	5	-9	1	6	7
O=C(Cc1ccccc1)NC(C(=O)O)C(O)c1ccc([N+](=O)[O-])cc1 (stereo not drawn)	7	-10	.	2	.	.	4	-11
O=C(C[C@@H]1CC[C@@H](NS(=O)(=O)c2ccc(F)cc2)[C@@H](CO)O1)N1CCN(c2ccccc2)CC1	-7	-1	1	0	-12	1	-6	9
COc1ccc(OCc2cccc(C(=O)Nc3cc(C)on3)c2)cc1	.	-5	1	-35	-4	6	.	96*
COC(=O)Cc1cccc2c(=O)c3ccccc3oc12	.	-4	-1	5	-2	3	.	-19
CC(=O)c1ccccc1N(C(=O)Cn1nnc2ccccc21)C(C(=O)NCC1CCCO1)c1ccc(N2CCOCC2)cc1 (stereo not drawn)	-27	-14	0	-2	.	-1	8	6
COC(=O)Cn1nc(-c2ccccc2)c2ccccc21	12	-14	-5	-25	3	3	-21	.
COc1ccc(OCCOC(=O)c2ccc(-n3cnnn3)cc2)cc1	-22	-4	.	1	-21	.	24	.
O=C(c1ccc(N2C(=O)CCC2=O)cc1)N1CCCSC1=Nc1ccccc1	-8	.	3	-3	3	0	12	-8
Cc1ccccc1N1C(=O)c2ccccc2NC1c1ccncc1 (stereo not drawn)	-2	0	1	5	.	3	30	.
O=C(O)c1cccc(-c2ccc(/C=N/NC(=O)c3cccnc3)o2)c1	0	27	6	.	9	-8	-3	.
CCC(C)[C@H](NC(=O)N1CCC(Cc2ccccc2)CC1)C(=O)O (stereo partly drawn)	-16	2	1	6	3	-1	-7	9
CCCCOC(=O)CSC1=C(C#N)C(c2ccc3c(c2)OCO3)CC(=O)N1 (stereo not drawn)	13	-8	-1	102*	6	1	-38	.
COc1ccc(OC)c(-c2c3c([nH]c(=S)c2C#N)CCCC3)c1	-2	9	.	.	.	.	6	14
O=C(COC(=O)C1CCN(c2ccc(C(F)(F)F)cn2)CC1)c1ccc(F)cc1	-6	-4	-2	-3	.	-7	3	-25
CCN(CC)c1cc(C)c2cc(NC(=O)c3ccccc3OC)ccc2n1	-2	-1	2	-29	-9	0	13	1
O=C(COC(=O)COc1ccc(Br)cc1)Nc1ccc2c(c1)OCCO2	15	5	-2	-11	2	4	1	12
C[C@H](NC(=O)C[C@@H]1C=C[C@@H](NC(=O)c2cccnc2)[C@@H](CO)O1)c1ccccc1	24	2	-6	3	-13	5	2	2
O=C(CSCc1c(F)cccc1Cl)NCCSCc1ccco1	-12	27	2	4	-1	0	-21	1
C[C@@H]1CCCCO[C@H](CN(C)Cc2ccc(C(=O)O)cc2)[C@@H](C)CN([C@H](C)CO)C(=O)c2cc(NS(=O)(=O)c3cccs3)ccc2O1	-3	-29	4	.	12	5	2	6
CCC(Oc1ccccc1)C(=O)NCCCN1CCOCC1 (stereo not drawn)	0	-4	1	-14	5	-1	8	11
Cn1cncc1C#Cc1c(C=O)[nH]c2ccccc12	30	0	0	-25	7	-2	.	40
COc1ccc(CN(CCC(c2ccccc2)C2CCOC(C)(C)C2)C(C)=O)cc1 (stereo not drawn)	14	-3	-2	.	-11	-20	-10	7

A portion taken from the entries so far, for reference:
SMILES	LGR2 inh	ARNT-TACC3 inh	Cneo AK release	Statin myotox sup	PGC1a acetyl inh	PglD inh	GSIS activator	PAX8 reporter
Cc1ccccc1N1C(=O)c2ccccc2NC1c1ccncc1 (stereo not drawn)	-2	0	1	5	.	3	30	.
O=C(O)c1cccc(-c2ccc(/C=N/NC(=O)c3cccnc3)o2)c1	0	27	6	.	9	-8	-3	.
CCC(C)[C@H](NC(=O)N1CCC(Cc2ccccc2)CC1)C(=O)O (stereo partly drawn)	-16	2	1	6	3	-1	-7	9

Later entries
SMILES	LGR2 inh	ARNT-TACC3 inh	Cneo AK release	Statin myotox sup	PGC1a acetyl inh	PglD inh	GSIS activator	PAX8 reporter
C[C@H]1CN([C@@H](C)CO)C(=O)c2cccc(NC(=O)c3nc4ccccc4s3)c2O[C@@H]1CN(C)S(=O)(=O)c1ccccc1	20	17	-1	18	-8	-1	6	5
COc1ccc(/C=C2/SC(=S)N(CCC(=O)O)C2=O)cc1	-55	3	4	14	-21	0	-3	.
CC1CN(C(=O)COC(=O)/C=C/c2ccc(C(F)(F)F)cc2)CC(C)O1 (stereo not drawn)	-5	-3	3	-8	-10	-2	-7	-17
CC(=O)c1c(C)[nH]c(C(=O)Nc2ccc(C)cn2)c1C	.	-9	-7	-23	-7	-2	.	?
C[C@@H]1CN([C@H](C)CO)C(=O)c2cc(N(C)C)ccc2O[C@@H](C)CCCCO[C@H]1CN(C)S(C)(=O)=O	16	9	50	2	15	-1	-1	-27
Cc1ccc(S(=O)(=O)N2CCCCC2C(=O)O)s1 (stereo not drawn)	10	-3	.	.	3	.	3	1
CCc1ccc(NC(=S)Nc2ccc(S(=O)(=O)Nc3ncccn3)cc2)cc1	-10	5	.	-4	3	.	0	-26
O=C(O)C1CCN(C(=O)CSc2nc3cc(Cl)ccc3c(=O)n2Cc2ccccc2)CC1	11	-2	-5	8	9	-6	-26	6
CCCN1CNC(=S)N(c2cccc(C)c2)C1	-4	-1	-5	-12	18	8	0	13
COc1ccc(OC)c(C2=Nn3c(nnc3C3CCCCC3)SC2)c1	.	6	-3	55	5	-4	.	.
CCc1ccc(S(=O)(=O)n2c(C)nc3ccccc32)cc1	7	-8	-5	1	5	-2	9	7
CCCCc1n[nH]c2c1/C(=N/OCC)CC(C)(C)C2	10	-3	4	.	-15	0	-28	16
CCCCN(CC)CCCNC(=O)CC1Nc2ccccc2NC1=O (stereo not drawn)	.	1	5	.	-6	-4	.	.
Cc1noc(C)c1NC(=O)Nc1cccc2c1O[C@@H](CN(C)Cc1ccc(Cl)c(Cl)c1)[C@@H](C)CN([C@@H](C)CO)C2=O	11	-9	4	52	27	0	-15	17
COC(=O)c1ccccc1NC(=O)COC(=O)[C@H](C)NC(N)=O	-1	1	-1	-13	-6	1	5	15
C/C=C/c1cnc2c(c1)C(=O)N([C@@H](C)CO)C[C@@H](C)[C@@H](CN(C)C(=O)NC1CCCC1)O2	-14	-8	4	0	-3	-2	19	.
CNC[C@@H]1Oc2ccc(NC(=O)CCN3CCOCC3)cc2C(=O)N([C@@H](C)CO)C[C@H]1C	15	-5	4	-12	-4	-1	12	1
C[C@H](CO)N1C[C@H](C)[C@@H](CN(C)S(=O)(=O)c2cccs2)Oc2c(NS(=O)(=O)c3ccc(Cl)cc3)cccc2C1=O	5	-3	-1	.	3	2	5	.
O=C(CN1C(=O)CC(c2ccco2)Sc2ccccc21)Nc1ccccc1F (stereo not drawn)	-9	.	-2	27	-8	1	-17	-2
C[C@@H]1CN([C@@H](C)CO)C(=O)c2cccc(NC(=O)NC3CCCCC3)c2O[C@@H]1CN(C)C(=O)Nc1ccccc1	1	7	0	3	-11	12	-3	8
O=C(COc1ccc2c3c(c(=O)oc2c1)CCC3)Nc1ccccn1	4	2	-1	-5	.	-3	9	-28
O=C1CC(=O)N(Cc2ccco2)C(=S)N1	.	-2	0	.	2	1	.	.
O=C1CCN(CCCN2CCC(=O)NC2=S)C(=S)N1	17	.	-1	-10	-2	0	.	-16
CS(=O)(=O)Nc1ccc2c(c1)[C@H]1C[C@H](CC(=O)NCc3ccncc3)O[C@@H](CO)[C@H]1O2	10	1	1	-10	1	-3	23	-5
CC(CNC(=O)c1cccc(Br)c1)n1cncn1 (stereo not drawn)	5	5	-4	0	1	5	16	-7

More records
SMILES	LGR2 inh	ARNT-TACC3 inh	Cneo AK release	Statin myotox sup	PGC1a acetyl inh	PglD inh	GSIS activator	PAX8 reporter
O=C(N1CCOCC1)N1CCN(CC(O)COc2ccc3ccccc3c2)CC1 (stereo not drawn)	.	2	2	-15	4	-7	.	.
Cc1nc(-c2cc(C#N)c(Sc3ccc(Cl)cc3Cl)nc2C)cs1	1	-5	.	-7	.	.	.	3
COc1ccccc1CN(C)CC(=O)Nc1ccc(Cl)cc1F	-20	-13	.	.	.	.	-27	-7
COc1ccccc1C(=O)Nc1nc2ccccc2[nH]1	103*	-6	-4	-493	.	4	12	129*
Cc1nn(Cc2ccc(Cl)cc2Cl)c(C)c1NC(=O)NC12CC3CC(CC(C3)C1)C2	.	.	3	.	2	1	.	36
COc1ccc(CC(=O)N(C)Cc2ccc(Cl)cc2)cc1S(=O)(=O)N1CCOCC1	5	-1	0	-3	.	-5	-5	9
Cc1cc(C(=O)Nc2ccc(Cl)cc2)on1	-3	-3	1	9	6	-12	11	2
O=C(CN1CCOCC1)Nc1nc2ccc(F)cc2s1	0	-5	-8	-9	3	-2	-3	.
Cc1ccc(NC(=S)N2CCN(c3ncccn3)CC2)c(C)c1	-6	.	3	.	.	-4	7	-7
COc1ccccc1N1CCN(C(=O)C(=O)c2c[nH]c3ccccc23)CC1	4	14	1	11	.	0	-11	24
COc1ccccc1NC(=O)N1C[C@@H]2[C@H](c3ccccc31)[C@@H](CO)N2C(=O)c1ccccc1	-14	-2	-1	-15	-4	1	9	-3
CC1C(=O)N(Cc2cn(Cc3ccco3)nn2)CCS(=O)(=O)N1Cc1ccc(-c2cccc(CO)c2)cc1 (stereo not drawn)	8	.	0	-6	.	6	1	-1
COc1cccc2cc(-c3nnc(SCC(=O)NCc4ccccc4)n3C)oc12	-8	2	0	25	2	-13	34	.
COc1cc(OC)cc(-c2cc3cc4c(cc3cn2)OCO4)c1	.	0	-7	-61	.	-2	.	.
CCOc1cc(N2CCOCC2)c(OCC)cc1NC(=O)[C@H](C)N1C(=O)C2CC=CCC2C1=O (stereo partly drawn)	9	-1	.	.	9	.	-4	6
CN1CCN(Cc2nc3ccccc3c(=O)n2Cc2nc(-c3ccc4ccccc4c3)cs2)CC1	90*	6&7	.	.	.	.	2	17&25
COc1cc(NC(=O)C2(C)CCN2C(=O)C(C)C)cc(OC)c1OC (stereo not drawn)	-13	.	0	7	-2	0	-3	.
CN(C)C(=O)COn1c(SCC(=O)N(C)C)nc2ccccc2c1=O	.	-3	0	-6	16	0	.	20
COc1ccc(S(=O)(=O)N2CCN(C)CC2)cc1C(=O)Nc1ccccc1	-6	6	0	-20	-6	-6	4	-23
CSc1ncccc1C(=O)OCC(=O)NC1CCC(C)CC1 (stereo not drawn)	12	-2	-1	4	0	-1	10	-16
Cc1ccc(S(=O)(=O)N(CCCN2CCCC2=O)Cc2cc3c(C)ccc(C)c3[nH]c2=O)cc1	.	-2	0	-13	10	-1	.	.
